Screening results as filed in PubChem BioAssay.
Rtt109 Vps75 – blocks Candida albicans Rtt109/Vps75 acetyltransferase activity; Q5AAJ8; purified Rtt109/Vps75, ThioGlo CoA-SH fluorescence, 4 h; inhibition, % at 34.9 µM; hit rate 0.16% among 330,000;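 active = inhibition of at least 50% in every replicate; inconclusive = best replicate reaches 50% inhibition but some replicates fall short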
Target sequence (Q5AAJ8 whole entry, looked up): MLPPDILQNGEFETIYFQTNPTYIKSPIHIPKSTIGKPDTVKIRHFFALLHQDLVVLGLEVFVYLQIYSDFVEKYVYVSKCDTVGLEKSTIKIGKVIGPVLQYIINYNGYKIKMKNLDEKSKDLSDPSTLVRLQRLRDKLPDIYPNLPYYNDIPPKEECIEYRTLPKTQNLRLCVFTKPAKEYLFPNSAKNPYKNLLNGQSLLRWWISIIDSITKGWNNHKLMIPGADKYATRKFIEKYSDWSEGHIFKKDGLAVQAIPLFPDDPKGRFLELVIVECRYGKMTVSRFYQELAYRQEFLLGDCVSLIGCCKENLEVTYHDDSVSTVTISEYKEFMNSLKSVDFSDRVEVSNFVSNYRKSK
phage Ecoli inh – E. coli growth loss with phage present. growth absorbance. inhibition, % at 11.9 µM. hit rate 0.26% among 360,000. AID 651602; in the data active = inhibition above about 11%
Ecoli viability – reduces bacterial viability in AddAB counter-screen. hit rate 0.27% among 330,000. inhibition, % at 11.9 µM. E. coli V3065 growth, OD600 absorbance, 18 h;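 active = inhibition above the campaign's mean inhibition across all tested compounds plus 3 SD, cut at about 9.9% in these data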;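 note: uninfected addAB+ strain grown without phage in ampicillin broth; 0% = DMSO wells and 100% = ciprofloxacin 0.95 µg/ml wells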
Tat export inh – E. coli Tat transport inhibition | hit rate 0.036% among 340,000 | E. coli MC4100 TorA-mCherry Tat export, fluorescence | inhibition, % at 10 µM | AID 488895;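 active = mean replicate inhibition at least 50% and at least half of replicates individually reaching 50%; inconclusive = only one of the two criteria met; inactive = neither criterion met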;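 note: exported cargo escapes ClpAP degradation while cytoplasmic cargo is degraded and loses fluorescence; 0% = median of neutral control wells and 100% = median of NaSCN control wells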
PvdQ acylase – blocks Pseudomonas aeruginosa PvdQ acylase activity; purified PvdQ acylase, fluorescence plate reader; inhibition, % at 10 µM; hit rate 0.063% among 340,000; AID 488965; in the data active = inhibition above about 30%, passing the limit was not always enough; inconclusive = no clear call, values can overlap the other calls;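 note: 0% = vehicle neutral wells and 100% = reference inhibitor wells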
AddAB inh – less growth of phage-infected E. coli with AddAB; hit rate 0.29% among 330,000; AID 435030; inhibition, % at 11.9 µM; E. coli expressing H. pylori AddAB, absorbance growth; in the data active = inhibition above about 12%;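 note: 0% = vehicle wells of infected cells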
PfHsp90 yeast 2 – reduces growth (ATP signal) of yeast expressing P. falciparum Hsp90; S. cerevisiae expressing PfHsp90, BacTiter-Glo ATP, 48 h; yeast lacking PDR1 and PDR3 efflux regulators; inhibition, % at 9.4 µM; hit rate 0.32% among 310,000;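 active = every replicate shows inhibition above about 80%, whatever the replicate mean, limit read from the data; inconclusive = mean inhibition reaches the set limit but some replicate falls short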;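 note: 0% = DMSO neutral controls and 100% = 20 µM radicicol positive controls; yeast relying on Plasmodium falciparum Hsp90 in place of its own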
Wnt bcat act – Wnt/beta-catenin pathway activation; activation, % at 9.35 µM; AID 743398; Wnt/beta-catenin reporter cell assay, activator, plate reader; hit rate 1.2% among 300,000; in the data active = activation above about 30%, passing the limit was not always enough; inconclusive = no clear call, values can overlap the other calls;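 note: 0% = neutral control wells and 100% = positive control wells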
CAL PDZ inh – blocks peptide binding to human CAL PDZ domain; purified CAL PDZ, TMR-peptide fluorescence polarization, 1 h; inhibition, % at 20 µM; Q9HD26; hit rate 0.02% among 330,000;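 active = highest replicate inhibition of at least 40%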;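 note: plate controls were DMSO neutral control wells for no effect and unlabeled competitor peptide control wells for full effect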
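material = purified tagged CAL PDZ domain construct (CerCALP) | buffer or medium = sodium phosphate/NaCl buffer pH 7.4 with TCEP, IgG, Thesit | reagent = TMR-labelled reporter peptide T*-PRC34 bound in PDZ groove | incubation = 1 h room-temperature incubation prior to read | measured by = fluorescence polarization (mP) | evaluation = percent inhibition from loss of millipolarization | control set = unlabelled peptide and DMSO controls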
DAGLB inhibitor – diacylglycerol lipase beta (human) inhibition. HEK293T DAGLB membrane lysate, EnzChek fluorogenic substrate. AID 504411. hit rate 0.059% among 340,000. inhibition, % at 5.17 µM. Q8NCG7; in the data active = inhibition above about 34%;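 note: 0% = enzyme with vehicle and 100% = wells lacking enzyme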
Target sequence (Q8NCG7 whole entry, looked up): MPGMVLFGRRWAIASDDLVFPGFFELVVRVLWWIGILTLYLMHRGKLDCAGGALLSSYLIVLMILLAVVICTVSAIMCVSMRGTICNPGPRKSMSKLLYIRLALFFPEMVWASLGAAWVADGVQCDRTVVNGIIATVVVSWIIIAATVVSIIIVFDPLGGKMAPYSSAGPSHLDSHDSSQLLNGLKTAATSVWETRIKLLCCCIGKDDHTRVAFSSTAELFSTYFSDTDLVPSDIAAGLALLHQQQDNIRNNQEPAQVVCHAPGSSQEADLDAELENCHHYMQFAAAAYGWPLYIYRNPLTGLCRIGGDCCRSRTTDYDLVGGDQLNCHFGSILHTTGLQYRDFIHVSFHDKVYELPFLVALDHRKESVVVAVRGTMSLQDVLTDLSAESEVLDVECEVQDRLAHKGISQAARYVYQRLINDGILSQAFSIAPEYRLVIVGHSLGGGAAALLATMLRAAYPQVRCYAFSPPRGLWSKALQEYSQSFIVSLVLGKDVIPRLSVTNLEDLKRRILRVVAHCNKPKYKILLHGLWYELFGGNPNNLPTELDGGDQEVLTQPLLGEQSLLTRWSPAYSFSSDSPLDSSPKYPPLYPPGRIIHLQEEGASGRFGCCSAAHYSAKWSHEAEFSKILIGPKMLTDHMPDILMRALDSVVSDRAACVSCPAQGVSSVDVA
Starred values were filed as active, the others as inactive; ? = inconclusive; / = not tested or not shown.

SMILES	Rtt109 Vps75	phage Ecoli inh	Ecoli viability	Tat export inh	PvdQ acylase	AddAB inh	PfHsp90 yeast 2	Wnt bcat act	CAL PDZ inh	DAGLB inhibitor
O=C(NCCN1CCOCC1)c1ccc2c(c1)N(Cc1ccc(F)cc1)C(=O)CS2	0	2.5	-1.0	24	-3	0.8	-6	-3	-0.6	2
Cc1c(Cl)c([N+](=O)[O-])nn1CCCC(=O)NCCc1ccccc1	-5	1.7	-0.2	4	-12	2.5	-10	13	0.6	2
O=C(NCc1ccccc1)C(C(=O)c1ccc(F)cc1)n1ccccc1=O (stereo unspecified)	-10	0.2	-1.4	-1	-4	2.5	-17	0	-0.9	2
Cc1ccn(CCNC(=O)C2CCC(=O)N(Cc3ccc(Cl)cc3)C2)n1 (stereo unspecified)	30	1.8	1.7	-6	-1	-0.9	11	1	-2.9	-4
O=C([C@@H]1CC=C[C@@H]2CCN(C3CCCCC3)C(=O)[C@@H]21)N1CCN(c2ccccc2)CC1	5	1.7	1.4	-5	-3	1.6	/	-1	1.3	-4
Cc1nn(C)c(C)c1/C=N/NC(=O)CCn1cc([N+](=O)[O-])cn1	-10	1.2	-2.2	-13	-1	5.1	-8	-2	-0.9	-2
CCOCCCNS(=O)(=O)Cc1ccccc1	-3	1.8	0.7	-1	-12	3.6	/	/	-0.8	-1
O=C1CCc2ccc(NC(=O)C3CC3)cc2N1	-12	4.0	-0.2	3	-10	0.9	28	-1	-1.7	0
Cc1cc(C)n(C(=O)N(c2ccccc2)c2ccccc2)n1	0	2.4	0.6	-5	7	0.5	-8	-2	-0.4	-2
C=CCn1c(SCCN2CCCCC2)nc2c1c(=O)[nH]c(=O)n2C	-5	2.4	2.6	-3	12	3.2	8	-2	0.2	0
Cc1c(Cc2c(Cl)cccc2Cl)c(=O)ccn1C(C)c1ccccc1 (stereo unspecified)	14	2.6	/	-8	-16	/	18	/	-2.4	2
CCOC(=O)N1CCN(S(=O)(=O)c2ccc(C(=O)N(CCCN(C)C)c3nc4c(C)c(C)ccc4s3)cc2)CC1	40	4.5	-0.9	7	-16	5.0	11	1	-5.8	3
Cc1ccccc1N1CCN(C2=NC(=O)/C(=C\c3cccs3)S2)CC1	36	4.1	2.3	-1	-11	4.0	-117	?	-6.6	2
Cn1cnc(S(=O)(=O)N2CCN(c3cccc(C(F)(F)F)c3)CC2)c1	4	0.1	1.6	-6	-2	3.4	-16	0	-1.0	1
CCCC(=O)NNc1c2ccccc2nc2ccccc12	-8	3.3	-0.4	-3	-5	5.7	-30	/	-0.2	2
Cc1ccccc1NC(=O)C1CCCN(S(=O)(=O)c2c(C)noc2C)C1 (stereo unspecified)	1	1.6	-0.2	-12	-13	-1.3	-14	6	/	2
N#Cc1c(NC(=O)CSc2ccccn2)oc(-c2ccccc2)c1-c1ccccc1	-8	1.4	1.8	-7	-7	3.5	/	/	-1.5	-8
Cc1ccc(Nc2c([N+](=O)[O-])ccc3nonc23)c(C)c1	/	1.5	-0.1	-17	-13	0.7	9	-2	-1.3	19
O=C(Cn1c2[n+](c3ccc(C(F)(F)F)cc31)CCCCC2)c1cccc([N+](=O)[O-])c1	/	4.3	-2.9	2	-16	-0.8	5	/	-1.0	0
N#Cc1nc(-c2cccs2)oc1NCc1ccco1	-5	1.1	0.4	-4	-22	1.1	-58	10	-1.0	0
COc1cccc(N(CC(=O)NC2CCCC2)C(=O)CCC(=O)Nc2nccs2)c1	-23	0.4	0.1	-1	-7	0.1	40	-1	-2.3	-2
CCOC(=O)c1ccccc1NCN1C(=O)CSC1=O	-4	1.0	0.4	-7	-10	0.1	9	/	0.1	-3
Cc1occc1C(=O)Nc1sc2c(c1C(N)=O)CCCCC2	/	3.3	-0.6	-2	2	0.1	-17	/	-1.4	4
CCCCn1c(SCC(=O)NCC2CCCO2)nc2ccc(N3CCOCC3)cc2c1=O (stereo unspecified)	-92	1.3	-0.1	-2	-9	-2.6	/	/	0.1	3
C=CCNC(=O)N1CCCC(N2CCN(c3ccccc3OC)CC2)C1 (stereo unspecified)	-1	2.4	2.4	1	-6	6.0	21	-2	/	-3
COc1ccc(C2CCCN2C(=O)Nc2ccc(C)c(C)c2)cc1OC (stereo unspecified)	-12	1.4	0.9	-5	-2	3.4	-3	-1	-1.8	-1
COc1cccc(NC(=O)c2ccccc2NC(=O)c2ccncc2)c1	-1	1.7	-0.3	5	-11	1.2	-5	7	-7.1	-3
Cc1ccc(-c2nnc(SCC(=O)CC(=O)Nc3ccccc3)n2C)cc1	8	-0.5	-3.6	-3	-7	-1.7	/	8	-2.5	5
COc1cc(OC)c(-c2nc3c[n+](CC(=O)c4ccccc4)ccc3n2C)cc1OC	12	1.0	-1.6	1	-2	0.6	-25	/	-2.5	2
Cc1ccc(C)c(N(C(=O)Cn2nnc(-c3cccs3)n2)C(C(=O)NC2CC2)c2ccc(C)o2)c1 (stereo unspecified)	3	0.6	2.7	-4	-6	0.2	-40	/	-0.1	-3
Cc1ccccc1/C=C/c1cc[n+](C)cc1	-24	4.6	1.4	1	-15	1.7	-7	-1	-1.1	-1
CNc1cccnc1C=NNC(N)=S	14	4.3	/	-10	9	/	-32	-4	-0.6	-4
Cc1cc(C)n(CC2CC(=O)N(c3ccc(Cl)cc3)C2=O)n1 (stereo unspecified)	-6	2.7	0.5	12	0	5.8	-9	0	-0.9	-1
CS(=O)(=O)c1nc(S(=O)(=O)c2ccc(Cl)cc2)c(N2CCC3(CC2)OCCO3)s1	-5	3.0	-1.4	2	-9	1.9	-1	-2	-1.2	-2
CCOC(=O)C(Cc1c[nH]c2ccccc12)NC(=O)c1ccccc1Br (stereo unspecified)	-1	-0.2	1.0	1	-8	5.6	-16	13	1.0	1
CC(C)(C)OC(=O)N1CCC(NC(=O)c2nc[nH]c2C(=O)N2CCN(C(=O)OC(C)(C)C)CC2)CC1	7	2.1	0.5	1	-11	-0.8	-15	-6	0.1	0

Complete entries, quoted from the list.
Entry for `COc1cccc(NC(=O)c2ccccc2NC(=O)c2ccncc2)c1` : Rtt109 Vps75 = -1; phage Ecoli inh = 1.7; Ecoli viability = -0.3; Tat export inh = 5; PvdQ acylase = -11; AddAB inh = 1.2; PfHsp90 yeast 2 = -5; Wnt bcat act = 7; CAL PDZ inh = -7.1; DAGLB inhibitor = -3
Entry for `CCOC(=O)C(Cc1c[nH]c2ccccc12)NC(=O)c1ccccc1Br` (stereo unspecified) : Rtt109 Vps75 = -1; phage Ecoli inh = -0.2; Ecoli viability = 1.0; Tat export inh = 1; PvdQ acylase = -8; AddAB inh = 5.6; PfHsp90 yeast 2 = -16; Wnt bcat act = 13; CAL PDZ inh = 1.0; DAGLB inhibitor = 1

New compounds follow:
SMILES	Rtt109 Vps75	phage Ecoli inh	Ecoli viability	Tat export inh	PvdQ acylase	AddAB inh	PfHsp90 yeast 2	Wnt bcat act	CAL PDZ inh	DAGLB inhibitor
C=C(C)C(=O)Nc1cccc(C2=NOC3(C2)C[C@@H](C(N)=O)N(C(=O)CCCCC)C3)c1 (stereo partly specified)	9	1.9	0.5	-3	-15	1.1	11	-4	0.1	-2
COc1cc(NC(=O)c2ccc([N+](=O)[O-])o2)ccc1NC(=O)c1cccs1	-15	2.9	3.8	6	-7	4.1	-50	-5	0.2	7
COc1cc(/C=C(\C#N)C(=O)N2CCOCC2)ccc1OCc1ccccc1	4	4.3	0.8	-1	-11	0.6	-13	-1	-2.3	-1
OCc1cccc[n+]1CCc1ccccc1	/	-2.4	-0.7	/	/	1.8	/	1	/	/
COc1ccc(-c2nc3ccccc3o2)cc1NC(=O)CSc1ccc(Cl)cc1	-10	3.2	1.8	6	-5	1.8	-2	-2	1.8	0
COc1ccc(/C(C)=N\NC(=O)c2ccc3c(c2)OCO3)cc1OC	/	4.0	2.4	/	/	-0.1	/	0	/	/
Cc1ccccc1OCC(=O)Nc1ccccc1N1CCOCC1	-7	-0.1	3.0	-3	6	0.5	-8	/	-1.1	-3
CN1CCN(CC#CCn2c3ccccc3c3ccccc32)CC1	-8	1.3	-1.7	0	-9	0.1	-5	-1	-1.2	1
Cc1ccc(NC(=O)CC2SC(=Nc3ccc(O)cc3)NC2=O)cc1 (stereo unspecified)	3	-0.2	-1.6	0	22	-1.2	-13	-1	/	0
COc1ccc(N(CC(=O)N/N=C/c2ccc3c(c2)OCO3)S(=O)(=O)c2ccc(NC(C)=O)cc2)cc1	-12	4.4	-0.8	7	-21	-0.5	-31	-3	-1.9	2
COc1ccccc1N/C(N)=N/c1nc(C)cc(C)n1	-9	0.6	-0.4	-4	-6	0.1	14	-1	-2.9	2
COc1ccc(OCC(=O)Nc2ccccc2N2CCN(C)CC2)cc1	10	-1.4	1.6	-3	-11	5.4	19	0	-2.5	-2
COC(=O)C(NC(=O)CCc1nnc2ccc(N3CCC(C)CC3)nn12)C(C)C (stereo unspecified)	-1	4.1	-1.6	1	9	-1.6	-18	0	0.3	4
CC(=O)Nc1ccc(NC(=O)C(C)OC(=O)CC23CC4CC(CC(Br)(C4)C2)C3)cc1 (stereo unspecified)	-2	3.0	1.5	-6	-12	0.9	/	-5	-0.2	-1
COc1cc(OC)c(C(=O)OCC(=O)c2cc(C)n(CC3CCCO3)c2C)cc1OC (stereo unspecified)	3	1.2	-1.4	3	1	0.3	-3	1	-2.0	0
NC(=O)c1sc2nc3c(cc2c1N)CCC3	1	2.0	-1.5	-9	-15	0.9	12	19	-1.0	-3
CN(c1ccccc1)c1nc(N)c([N+](=O)[O-])c(N2CCCC2)n1	20	2.1	1.6	0	0	1.5	2	26	-0.1	-5
COc1ccc(NC(=O)CN(C)C(=O)CCc2c[nH]c3ccccc23)cc1	2	1.1	0.8	4	-15	-1.3	-22	-6	-3.0	1
CCN(CC)CCNC(=O)c1cc(Sc2nnc(C)s2)nc2ccccc12	0	0.3	2.4	1	-12	1.8	-9	9	-0.8	1
CCOC(=O)c1cc(C(C)=O)c(=O)[nH]c1C	1	5.0	0.4	-5	-7	0.8	/	2	-1.7	1
Cn1c(=O)cc(OCCCC(=O)NCc2ccccn2)c2ccccc21	5	2.3	-2.7	-8	-4	-0.9	8	14	1.0	-3
Cc1ccc(Cn2c(=O)n(CCC(=O)NCc3ccc4c(c3)OCO4)c(=O)c3ccccc32)cc1	7	2.4	1.4	-4	-15	3.6	/	2	-1.2	-3
COc1ccccc1CNC(=O)C1CC(=O)N(c2ccc(C)c(C)c2)C1 (stereo unspecified)	9	1.1	-1.6	-9	-8	-0.1	-2	/	-0.1	-1
COc1ccccc1-n1c2c(cc(C(=O)N3CCC(C)CC3)c1=O)C(=O)CC(C)(C)C2	-1	2.1	0.3	3	7	6.5	/	-3	-0.3	-3
CCN(c1ccccc1)S(=O)(=O)c1cccc(C(=O)NCC2(N(C)C)CCCCC2)c1	10	4.1	-2.3	-2	-14	-2.6	-4	1	-0.6	0
O=C(c1ccc(CSCc2ccccc2F)o1)N1CCN(c2ccc(N3CCOCC3)nn2)CC1	-62	1.8	2.7	2	12	0.8	-5	-2	-1.4	0
COc1ccc(C(=O)NCCCNC(=O)c2cnccn2)cc1	4	-1.1	1.4	3	-2	1.7	12	0	-1.8	-2
CCCn1c(=O)c(C(=O)Nc2cccc(C)c2)c(O)c2ccccc21	-7	4.2	/	3	7	/	-3	1	0.6	-6
